Source: PubChem (several laboratories)
Ecoli tolC = growth inhibitors of E. coli tolC mutant, primary screen, strain BW25113 ΔtolC::kan, 384-well | OD615 | growth inhibition, % at 10 µM (by protocol) | hit rate 2.2% among 65,000;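 active = growth inhibition at or above a cutoff equal to the mean over every tested compound plus 3 SD, cut at about 60% in these data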;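 note: growth measured after 20 h incubation at 37 °C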
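Assay system: tolC-deleted E. coli BW25113. Medium: kanamycin-containing LB broth (50 µg/mL). Dosing: 10 µM final, single dose. Timing: bacterial growth with compound for 20 h at 37 °C. Detection: A615 absorbance measurement. Read-out basis: growth inhibition in percent.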
NADH enzymes = inhibitors of PK/LDH coupling enzymes, profiling panel, artefact control, biochemical, MLSMR library; coupled PK/LDH NADH assays, four targets; IC50, µM (top dose mostly 10 µM), inactives show at the highest dose inhibition; hit rate 0.02% among 65,000; AID 774, 2007;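 active = single-dose screening hits from any of four coupled enzyme assays that gave an IC50 when retested across doses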;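 note: the DPM-DC format reads NADH fluorescence rather than 340 nm absorbance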
M1 ag = M1 muscarinic receptor agonists, primary screen, CHO-M1 cells, Fluo-4 calcium, agonist mode. hit rate 3% among 64,000. Fluo-4 calcium fluorescence; stronger effect = higher value. Muscarinic acetylcholine receptor M1. B-score at 10 µM;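 active = fluorescence rise, raw or as B-score row- and column-corrected plate score, outside the 99.7% band of its plate's samples, either direction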
SF1 activator = activators of human SF-1, primary screen, cell-based, CHO-K1, Gal4-SF-1 LBD, luciferase luminescence; Steroidogenic factor 1 (Homo sapiens), Q13285; CHO-K1 Gal4-SF-1 LBD luciferase reporter; % increase over DMSO SF-1-specific signal; activation, % at 10 µM; hit rate 1.9% among 65,000; AID 522, 2006;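 active = activation above the mean activation of all tested compounds plus 3 SD, cut at about 50% in these data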
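material = CHO-K1 cells with Gal4–hSF-1 LBD chimera plus Gal4-driven luciferase | compound = 10 µM single point, 1% DMSO | incubation = 20 h compound exposure at 37 °C after 1 h cell settling | measured by = SteadyLite luciferase luminescence | evaluation = percent activation relative to DMSO median and mock-transfected background | control set = DMSO negative control and −SF1 background wells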
TNAP act DEA = human TNAP enzyme activators, primary screen, biochemical, luminescent, intermediate phosphate acceptor level; AID 813, 2007; 64,000 tested, under 10 active; activation factor at 20 µM; Alkaline phosphatase, tissue-nonspecific isozyme (Homo sapiens), P05186; purified TNAP, CDP-star luminescence, 100 mM DEA, 30 min; stronger effect = higher value; scale: 0 levamisole-inhibited, 1 vehicle-only enzyme;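 active = activation factor of at least 2 at 20 µM, relative to controls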
Jurkat tox 60K = cytotoxicity toward Jurkat T cells, primary screen, cytotoxicity control, cell-based, Jurkat E6.1, 60K MLSMR library; Jurkat E6.1 viability, ATP luminescence, 48 h; inhibition, % at 4 µM; hit rate 1.2% among 56,000;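 active = inhibition above the mean inhibition of all tested compounds plus 3 SD, cut at about 28% in these data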
D1 allo mod = D1 CRE-luciferase signal change, two-sided – cell-based, HEK293 D1, dopamine EC30, D1 allosteric modulator project, primary screen; hit rate 5.9% among 58,000; dopamine EC30 potentiation; actives deviate in either direction; AID 641, 2007; B-score at 10 µM;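 active = luminescence count or its row- and column-corrected plate score outside the 99.7% band of the plate's sample wells, on either side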
Target sequence (P21728 whole entry, looked up): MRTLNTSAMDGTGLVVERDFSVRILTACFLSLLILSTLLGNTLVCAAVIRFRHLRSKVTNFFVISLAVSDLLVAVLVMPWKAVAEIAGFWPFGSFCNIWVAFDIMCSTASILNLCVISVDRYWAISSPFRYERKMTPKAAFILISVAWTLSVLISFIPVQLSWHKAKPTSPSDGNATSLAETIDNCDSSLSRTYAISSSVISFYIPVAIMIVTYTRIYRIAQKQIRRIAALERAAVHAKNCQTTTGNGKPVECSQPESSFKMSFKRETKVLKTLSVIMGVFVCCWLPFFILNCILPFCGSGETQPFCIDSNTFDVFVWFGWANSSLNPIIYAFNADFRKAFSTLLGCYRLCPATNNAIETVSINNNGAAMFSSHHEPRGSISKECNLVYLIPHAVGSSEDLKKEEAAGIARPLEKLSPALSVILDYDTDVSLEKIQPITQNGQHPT
M1 antag = antagonists of rat M1 muscarinic receptor. hit rate 3.4% among 64,000. CHO-M1 cells, Fluo-4 calcium, ACh EC80 antagonist mode; stronger effect = lower value. B-score at 10 µM. Muscarinic acetylcholine receptor M1 (Rattus norvegicus), P08482;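 active = calcium fluorescence response, raw or row-and-column corrected B-score, differing from the plate sample mean either way at a set confidence level, mostly lower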
Target sequence (P08482 whole entry, looked up): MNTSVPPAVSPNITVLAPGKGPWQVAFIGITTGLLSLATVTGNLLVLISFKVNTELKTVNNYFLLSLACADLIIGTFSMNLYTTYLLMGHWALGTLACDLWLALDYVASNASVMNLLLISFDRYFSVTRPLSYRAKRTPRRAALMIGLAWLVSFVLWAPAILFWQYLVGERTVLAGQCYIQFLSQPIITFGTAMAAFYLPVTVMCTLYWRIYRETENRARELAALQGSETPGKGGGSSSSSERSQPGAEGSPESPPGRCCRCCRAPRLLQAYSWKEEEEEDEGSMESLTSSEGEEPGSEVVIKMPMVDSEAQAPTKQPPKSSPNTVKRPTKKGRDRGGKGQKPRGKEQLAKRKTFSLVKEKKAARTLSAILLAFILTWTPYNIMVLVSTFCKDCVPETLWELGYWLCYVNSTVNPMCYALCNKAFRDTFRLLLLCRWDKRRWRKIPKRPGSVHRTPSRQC
HEK293 NFkB inh = inhibitors of PMA/ionomycin-induced NF-kB reporter, primary screen, antigen receptor NF-kB inhibitor project, cell-based, HEK-293 luciferase reporter, luminescence. HEK-293 NF-kB luciferase reporter. inhibition, % at 3 µM. hit rate 0.21% among 62,000. AID 465, 2006;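 active = inhibition above the mean of all tested compounds plus 3 SD, cut at about 40% in these data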;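 note: 0% = stimulated DMSO wells and 100% = 10 µM reference inhibitor 5653914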
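System: NF-kB luciferase reporter HEK-293 cells | Replication: Single test | Control set: DMSO vs reference inhibitor | Evaluation: % inhibition | Schedule: 1 h pretreatment, 16 h stimulation, 37 °C | Probe or stimulus: PMA with ionomycin | Compound dosing: One dose, 3 µM | Detection: Luciferase luminescence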
* hit, by the source's call; . = not tested or not shown; [ ] = remark or other dose.

SMILES	Ecoli tolC	NADH enzymes	M1 ag	SF1 activator	TNAP act DEA	Jurkat tox 60K	D1 allo mod	M1 antag	HEK293 NFkB inh
COc1ccccc1NS(=O)(=O)c1cc(C(=O)NCCN2CCOCC2)ccc1Cl	-14	5%	0.75	7	0.9	-2	-0.45	-0.49	13
C[C@H](NC(=O)C1(c2ccccc2)CCN(C(=O)[C@H]2CSCN2C(=O)OC(C)(C)C)CC1)C(=O)O	-21	5%	-0.85	0	1	4	0.026	-0.81	14
CCOc1ccc2c(c1)N(C(=O)CN1C(=O)CCC1=O)C(C)(C)C=C2C	0	4%	-0.018	7	1	-6	-0.49	0.58	22
C=CCC(NCc1ccco1)c1ccc(OC)cc1OC (configuration not stated)	-15	6%	-0.019	13	0.9	-2	0.1	0.037	14
COc1ccc(CCNc2nc(-c3sc(N)nc3C)cs2)cc1OC	10	2%	-0.48	-8	0.9	-14	0.19	0.52	9
Cc1cccc(N2CCN(c3cc(C)nc4nnnn34)CC2C)c1 (configuration not stated)	24	3%	-0.25	-12	1	4	-0.37	-0.66	16
O=c1[nH]c2c(s1)C(c1ccccc1)C1C3CCC(C3)C1S2 (configuration not stated)	16	1%	0.28	-7	0.9	.	17*	-0.085	16
CCCN1C(=O)/C(=C2\SC(N3CCCCC3)=NC2=O)c2ccccc21	13	6%	1	81*	0.8	4	0.42	0.042	-15
CC(=O)c1cccc(NC(=O)CCNS(=O)(=O)c2cccc3nsnc23)c1	20	2%	0.81	6	0.9	.	-0.067	0.068	18
COc1ccc(C(NC(=O)CNC(C)=O)C(=O)Nc2ccc3c(c2)OCCO3)cc1 (configuration not stated)	-23	12%	-0.45	18	1	-2	-1.9	1.3	-18
COc1cccc(C2=NOC(C(=O)N3CCN(c4ccccc4)CC3)C2)c1OC (configuration not stated)	14	2%	-0.37	-12	0.9	10	0.17	0.45	8
CN1CCN(CCCNc2nc3ccccc3c3nc(-c4ccccc4)nn23)CC1	18	4%	1.9	8	0.9	-5	5.9*	-2.2	13
Cc1cccc(Cn2c(NCC(C)O)nc3c2c(=O)n(C)c(=O)n3C)c1 (configuration not stated)	2	2%	.	-1	0.9	39*	-0.52	.	12
CC1=C(C(=O)N2CCOCC2)C(c2cccs2)NC(=O)N1 (configuration not stated)	-11	7%	-0.018	-2	1	1	0.066	2	4
Cc1nn(CC(O)Cn2c3c(c4ccccc42)CCN(C)C3=O)c(C)c1Br (configuration not stated)	18	5%	-0.0092	-9	0.9	-4	0.72	-0.25	8
CC1CN(S(=O)(=O)c2cccc(C(=O)NCc3ccc4c(c3)OCO4)c2)CC(C)O1 (configuration not stated)	1	6%	0.065	-6	0.9	3	0.016	0.26	8
COc1cccc2cc(C(=O)N3CCN(c4ccccc4F)CC3)c(=O)oc12	5	10%	1.4	-7	1	.	0.74	-0.37	15
CCOC(=O)C1=C(C)OC(N)=C(C#N)C1c1c(C)nn(-c2ccc(C)cc2)c1Cl (configuration not stated)	15	5%	3.4*	8	0.9	.	-0.96	0.14	11
c1ccc(-c2nnc(-c3ccccn3)nn2)nc1	-11	2%	0.3	48	1.1	.	-5.5*	0.31	-13
CC1(C)CC(=O)C(C=Nc2ccc3cn[nH]c3c2)=C(O)C1	-12	2%	-1	24	0.9	-7	1.7	-0.16	6

Next part; it opens with the 5 that closed the last part.
SMILES	Ecoli tolC	NADH enzymes	M1 ag	SF1 activator	TNAP act DEA	Jurkat tox 60K	D1 allo mod	M1 antag	HEK293 NFkB inh
CC1CN(S(=O)(=O)c2cccc(C(=O)NCc3ccc4c(c3)OCO4)c2)CC(C)O1 (configuration not stated)	1	6%	0.065	-6	0.9	3	0.016	0.26	8
COc1cccc2cc(C(=O)N3CCN(c4ccccc4F)CC3)c(=O)oc12	5	10%	1.4	-7	1	.	0.74	-0.37	15
CCOC(=O)C1=C(C)OC(N)=C(C#N)C1c1c(C)nn(-c2ccc(C)cc2)c1Cl (configuration not stated)	15	5%	3.4*	8	0.9	.	-0.96	0.14	11
c1ccc(-c2nnc(-c3ccccn3)nn2)nc1	-11	2%	0.3	48	1.1	.	-5.5*	0.31	-13
CC1(C)CC(=O)C(C=Nc2ccc3cn[nH]c3c2)=C(O)C1	-12	2%	-1	24	0.9	-7	1.7	-0.16	6
O=C(Cn1nc(-c2ccc3c(c2)OCCO3)ccc1=O)Nc1ccc(N2CCOCC2)cc1	-19	12%	-0.051	2	0.9	.	1.4	-1	16
Nn1c(SCc2cccc3ccccc23)nnc1-c1ccco1	-10	7%	0.34	4	1	8	-0.44	-0.017	11
CCC1(C)Cc2ccccc2-c2nc3n(c(=O)c21)CCCCC3 (configuration not stated)	100*	2%	-1.4	-4	0.9	.	2.2	-4*	8
O=C(CN1CCN(C(=O)N2CCOCC2)CC1)Nc1ccc(Br)cc1	12	7%	-0.7	-2	0.9	8	-0.0044	-0.25	19
CN1CCN(CC(C)(C)NS(=O)(=O)c2ccc(Cl)cc2)CC1	-32	3%	0.0077	2	1	11	-0.38	0.44	15
COc1cccc(/C(O)=C2/C(=O)C(=O)N(CCN(C)C)C2c2ccc(Br)cc2)c1 (configuration not stated)	18	0%	-1.9	-4	1	.	.	0.057	.
CNC(=O)C1CCCN1S(=O)(=O)c1ccc(OC)cc1 (configuration not stated)	10	3%	0.01	3	1	-2	0.053	0.86	24
COc1ccc(/C(O)=C2\C(=O)C(=O)N(CCN(C)C)C2c2cc(OC)c(OC)c(OC)c2)c(C)c1 (configuration not stated)	-15	8%	0.33	1	0.9	5	0.64	0.45	2
COc1ccc2[nH]c(=O)c(CN(Cc3ccccc3)Cc3nnnn3CC3CCCO3)cc2c1 (configuration not stated)	0	13%	-0.22	57*	0.9	-8	1.9	-0.21	-9
O=C(O)C1C2C=CC(O2)C1C(=O)Nc1ccc2c(c1)OCCO2 (configuration not stated)	-16	7%	0.47	-2	0.9	-13	0.061	0.41	15
N#Cc1ccc(CSc2nnc(NC(=O)CN3C(=O)C4CC=CCC4C3=O)s2)cc1 (configuration not stated)	11	3%	-0.1	-18	0.9	-2	0.5	0.089	16
COc1ccc(NC(=O)CC(Cc2ccccc2)C(=O)O)cc1 (configuration not stated)	-9	6%	-0.4	14	0.9	-2	-0.25	-0.67	-3
C1=Nc2c(NCc3ccccc3)ncnc2Oc2ccccc21	16	4%	0.75	-2	0.9	15	8*	-0.11	-20
Cc1cc(C)c(C)c(OCc2nc(-c3cccnc3)no2)c1	7	1%	-0.048	-5	1	12	0.84	-0.61	-2
Cc1ccc(C)c(S(=O)(=O)NC(CC(C)C)C(=O)O)c1 (configuration not stated)	-17	13%	-0.11	-5	0.9	.	-0.91	0.84	7
O=S(=O)(NCC1CCCO1)c1cccc2nsnc12 (configuration not stated)	-18	1%	-0.17	-2	0.9	2	0.26	0.0034	17
O=c1n(Cc2ccccc2Cl)c2sc3c(c2c2ncnn12)CCCC3	8	4%	-0.5	8	0.9	4	3.2	0.022	23
CCC(C(=O)N1CCOCC1)n1c(C(=O)OC)cc2occc21 (configuration not stated)	-8	8%	0.27	1	0.9	4	0.2	-0.066	9
CCOc1ccccc1NC(=O)CSc1nc(N)c(C#N)cc1C#N	-10	5%	-0.36	-9	0.9	3	-0.52	1.6	7
Cc1cc(NC(=O)c2cnn3cccnc23)nn1CC(=O)Nc1cccnc1	-15	7%	-0.012	10	0.9	0	-0.061	-0.13	5
N#Cc1nc(-c2ccco2)oc1N1CCC(C(N)=O)CC1	-2	13%[fluoresces]	-0.73	5	1	3	0.04	0.36	23
COC(=O)c1ccc(N(CC(=O)NC2CCCC2)C(=O)CNC(=O)c2ccco2)cc1	-8	5%	-0.016	-3	0.9	2	.	0.027	13
CCn1c(Cc2cccs2)nnc1SCC(=O)Nc1ccc(OC)c(OC)c1	-2	6%	0.027	-1	0.9	9	-0.81	0.36	22
CC1(C)Cc2c(C#N)c(SCC(=O)c3ccccc3)nc(N3CCOCC3)c2CS1	10	3%	3	7	0.9	.	.	-0.68	.
C=CCn1c(-c2ccc(Cl)cc2)c[nH]c1=S	-8	9%	0.82	6	1	4	-1.2	-0.023	-2
CC1CCN(C(=O)CSc2nncn2-c2ccccn2)CC1	-18	6%	0.024	-9	0.9	-2	0.94	-1.4	12
NC(=O)C1CCCN(C(=O)Nc2cccc3ccccc23)C1 (configuration not stated)	-6	4%	-0.22	-1	1	-3	-0.75	-0.3	0
CCn1cc(CN(C)C(=O)CSc2nc(-c3ccco3)cc(C(F)(F)F)n2)c(C)n1	12	9%	-0.16	-7	.	9	0.19	0.068	17
Cc1ccc(OCc2nnc(SCC(=O)C(C)(C)C)n2Cc2ccco2)cc1	35	4%	-0.045	-5	0.9	1	-1.2	0.029	-1
OCCN1CCN(C(=S)c2ccc(Cl)cc2)CC1	-14	4%	-0.85	-11	0.9	5	-0.23	-0.047	15
Cc1nn(C)c(C)c1S(=O)(=O)N1CCC(C(=O)NCC2COc3ccccc3O2)CC1 (configuration not stated)	-16	2%	0.22	1	1	5	0.034	0.82	1
COC(=O)c1ccc(-c2n[nH]c(=O)c3ccccc23)cc1	-10	7%	0.078	7	0.9	-6	-0.25	0.48	21
CCCCN(Cc1ccccc1)C(=O)C1CCCN(S(=O)(=O)c2cnc[nH]2)C1 (configuration not stated)	6	3%	-0.23	-1	1	5	-0.17	0.19	4
CC(C)Cn1c(=O)c2c(nc3n2CCCN3CCc2ccccc2)n(C)c1=O	46	0%	1.3	9	1.2	18	2.1	0.037	13
CCc1nc(SCC(=O)Nc2cc(C)on2)c2c(=O)n(C)c(=O)n(C)c2n1	-18	2%	-0.32	0	0.9	-1	-0.069	0.048	12
CC1CCN(C(=O)Cn2nc(C(F)(F)F)c3c2CCCC3)CC1	5	11%	0.59	-3	0.8	5	-0.32	1.2	19
O=C(NCC1CCCO1)c1cc(-c2ccccc2)on1 (configuration not stated)	0	5%	-2.7	68*	1	11	0.27	0.24	-19
CCOc1ccc2ccccc2c1C(=O)Nc1cc(=O)n(C)c(=O)n1C	0	2%	0.62	-2	1	1	0.061	-0.34	16
CCOC(=O)c1cc2c(=O)n3cccc(C)c3nc2n(CCc2ccc(OC)c(OC)c2)c1=N	-7	7%	-0.45	2	1	2	-0.14	-0.13	20

Hits appear at their usual frequency; about 15% have a hit in one of these screens.
